dFosB activator = activators of mouse delta FosB homodimer; P13346; purified delta FosB, TAMRA-CDK5 oligo fluorescence polarization; percent of positive-control signal above neutral wells; activation, % at 25 µM; actives 0.99% (n = 340,000); AID 493131;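 active means mean activation above about 17%, with every replicate also reaching it, limit read from the data, passing the limit was not always enough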;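 further: fluorescence polarization rise as delta FosB binds a TAMRA Cdk5 AP-1 oligo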
Cardiac RTF inh = cardiac RTF calcium desensitization; actives 0.12% (n = 340,000); IANBD-labeled cardiac RTF, Ca2+ fluorescence; P19429+P45379; AID 493244; inhibition, % at 7.15 µM;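 active means inhibition above the mean inhibition of all tested compounds plus 3 SD, cut at about 17% in these data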;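 further: assay run at fixed EC70 calcium of 1.6 mM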
C-LANA FP = inhibitors of KSHV LANA C-terminal domain DNA binding | actives 0.078% (n = 340,000) | AID 504423 | inhibition, % at 9 µM | MBP-C-LANA/FAM-LBS DNA binding, fluorescence polarization;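 active means highest replicate inhibition at or above 60% at 9 µM, even if other replicates fall short; inactive means all replicates below 60% inhibition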;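 further: 0% = neutral control wells and 100% = 4 µM acridine orange control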
SUMO Mot1 rescue = inhibitors of SUMOylation pathway: yeast Mot1-301 growth rescue; S. cerevisiae Mot1-301 growth rescue, ATP luminescence, 38.5C; percent above DMSO median, 100 means doubled; growth rescue, % at 18.8 µM; actives 1% (n = 320,000); AID 2716;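 active means every valid replicate shows activation above 250% relative to neutral control wells; inactive means the rest, any valid replicate at or below 250%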;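 further: OY570 slx delta 5 strain wells were the positive control but not used for scaling; some compounds called inactive have numbers as strong as hits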
PfHsp90 set2 = inhibits growth of yeast expressing Plasmodium falciparum Hsp90 | S. cerevisiae expressing PfHsp90, BacTiter-Glo ATP, 48 h; yeast lacking PDR1 and PDR3 efflux regulators | inhibition, % at 9.4 µM | actives 0.32% (n = 310,000) | AID 504621;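 active means every replicate shows inhibition above about 80%, whatever the replicate mean, limit read from the data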;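 further: 0% = DMSO neutral controls and 100% = 20 µM radicicol positive controls; yeast relying on Plasmodium falciparum Hsp90 in place of its own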
cardiac RTF act = cardiac RTF calcium sensitization; IANBD-labeled TnC RTF fluorescence at EC20 calcium; 0% EC20 calcium, 100% full calcium; AID 493008; activation, % at 7.2 µM; actives 0.24% (n = 340,000);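 active means activation above the mean over all tested compounds plus 3 SD, cut at about 30% in these data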;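 further: rise in fluorescence read as greater calcium sensitivity of cardiac thin filaments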
CDK5 inh = inhibitors of human CDK5/p35 kinase; AID 488839; actives 0.01% (n = 330,000); Recombinant CDK5/p35, ADP-Glo luminescence, 60 min; inhibition, % at 10 µM;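 active means highest replicate inhibition of at least 50% and at least 75% of replicates reaching 50%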;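 further: plate controls were DMSO neutral control for no effect and GW8510 at 10 µM for full effect; many of its hits are not listed in these tables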
NSD2 inh = inhibitors of human histone methyltransferase NSD2 | O96028 | NSD2 peptide methylation, AlphaScreen, 120 min | inhibition, % at 12.5 µM | actives 0.54% (n = 310,000); in the data active means inhibition above about 50%
PvdQ acylase = P. aeruginosa PvdQ acylase inhibition | inhibition, % at 10 µM | AID 488965 | purified PvdQ acylase, fluorescence plate reader | actives 0.063% (n = 340,000); in the data active means inhibition above about 30%, passing the limit was not always enough;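 further: 0% = vehicle neutral wells and 100% = reference inhibitor wells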
Keap1-Nrf2 PPI = inhibitors of human Keap1-Nrf2 protein-protein interaction | Q14145 | Keap1 Kelch-Nrf2 peptide fluorescence polarization, 1536-well | inhibition, % at 9.4 µM | actives 0.15% (n = 340,000) | AID 504523; in the data active means inhibition above about 12%;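 further: human Keap1 Kelch domain with fluorescein labeled Nrf2 9mer peptide probe; 0% = neutral control wells and 100% = peptide positive control; higher means more block of Keap1 binding to Nrf2 peptide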
Target sequence (Q14145 whole entry, looked up, the tested form may be a part): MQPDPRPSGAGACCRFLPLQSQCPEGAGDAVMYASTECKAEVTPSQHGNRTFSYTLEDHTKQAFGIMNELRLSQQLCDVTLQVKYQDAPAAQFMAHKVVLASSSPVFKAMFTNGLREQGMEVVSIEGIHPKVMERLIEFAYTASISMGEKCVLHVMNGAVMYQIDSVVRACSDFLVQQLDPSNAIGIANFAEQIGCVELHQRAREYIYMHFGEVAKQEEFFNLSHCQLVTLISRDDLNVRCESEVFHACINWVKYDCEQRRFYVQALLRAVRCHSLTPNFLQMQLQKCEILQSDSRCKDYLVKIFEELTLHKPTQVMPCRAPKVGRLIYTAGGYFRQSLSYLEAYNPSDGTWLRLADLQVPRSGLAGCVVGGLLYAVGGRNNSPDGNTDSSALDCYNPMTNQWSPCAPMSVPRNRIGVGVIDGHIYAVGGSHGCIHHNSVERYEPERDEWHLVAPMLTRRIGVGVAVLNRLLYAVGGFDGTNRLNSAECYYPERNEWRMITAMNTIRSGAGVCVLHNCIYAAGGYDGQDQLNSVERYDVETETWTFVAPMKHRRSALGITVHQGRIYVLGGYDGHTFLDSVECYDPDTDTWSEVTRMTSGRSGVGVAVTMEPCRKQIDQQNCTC
Rtt109 Vps75 = inhibitors of Candida albicans Rtt109/Vps75 histone acetyltransferase | AID 540336 | purified Rtt109/Vps75, ThioGlo CoA-SH fluorescence, 4 h | inhibition, % at 34.9 µM | actives 0.16% (n = 330,000);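 active means inhibition of at least 50% in every replicate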
Target sequence (Q5AAJ8 whole entry, looked up): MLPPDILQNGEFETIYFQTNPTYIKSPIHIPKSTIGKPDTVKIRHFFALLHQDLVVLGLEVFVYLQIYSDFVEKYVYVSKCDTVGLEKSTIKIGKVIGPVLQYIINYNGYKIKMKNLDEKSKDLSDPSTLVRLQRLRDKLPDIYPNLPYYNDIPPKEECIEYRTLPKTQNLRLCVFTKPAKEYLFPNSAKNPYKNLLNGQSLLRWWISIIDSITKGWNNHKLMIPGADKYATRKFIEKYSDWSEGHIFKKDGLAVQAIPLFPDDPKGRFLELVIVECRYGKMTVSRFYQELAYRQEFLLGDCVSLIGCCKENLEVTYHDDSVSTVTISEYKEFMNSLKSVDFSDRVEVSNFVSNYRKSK
An asterisk follows results filed as active; . = not tested or not shown.

Second line of a record: dFosB activator, Cardiac RTF inh, C-LANA FP, SUMO Mot1 rescue, PfHsp90 set2, cardiac RTF act, CDK5 inh, NSD2 inh, PvdQ acylase, Keap1-Nrf2 PPI, Rtt109 Vps75
- COC(=O)c1ccc(/C=N/NC(=O)C(=O)NCC2CCCO2)cc1 (centres undefined)
    3, -6, -1.0, 731*, 11, 1, -1.4, 1, -9, -1, 9
- COc1cccc(-n2nnnc2SCC(=O)NC2CCCC2)c1
    2, -5, 1.3, 1, -8, 2, -0.5, ., 5, -2, 4
- COc1cc(NC(=O)c2cc(C)on2)cc(OC)c1OC
    -12, -3, 4.1, 0, 2, -4, 0.8, 1, -13, 1, -2
- COc1ccc(NC(=O)CSc2nccn2Cc2ccccc2)c(OC)c1
    -8, -3, 4.0, 8, -26, 0, 2.8, 1, -8, -4, 2
- O=C(c1ccccc1)N(Cc1nc2ccccc2c(=O)[nH]1)C1CCCCC1
    -8, -3, 0.6, -1, -2, -3, 0.9, -3, -1, -2, 28
- C(#Cc1ccccc1)C[N+]1(CC#Cc2ccccc2)CCCCC1
    -4, 0, 1.3, -12, 20, 3, -0.6, -1, -13, -4, -5
- CCOc1ccc(NC(=O)CN(C)C(=O)CSCc2ccc(C)cc2)cc1OCC
    -7, 8, 0.7, 56, 13, 0, 1.2, -6, 7, -2, 1
- Cc1cc(N2CCCCC2)nc(N2CCCCC2)n1
    -2, 4, -0.5, 30, -11, 2, -0.7, 0, -8, 0, -7
- COc1cccc(NC(=O)CN(C)C(=O)Cc2ccc(Cl)cc2Cl)c1
    -5, -8, 0.9, 113, -10, -7, -5.6, -12, -14, -4, -14
- Cc1ccc(NC(=O)c2ccc(NC(=O)C3CCCCC3C(=O)O)cc2)cc1 (centres undefined)
    1, 0, -0.4, -5, 23, 5, -1.5, -2, -14, -9, 2
- CC(NC(=O)CN1CCCC1)C12CC3CC(CC(C3)C1)C2 (centres undefined)
    -8, -7, 1.0, -3, 4, -1, 0.6, -3, 6, 5, 1
- C=CCN1C(=O)C(O)=C(C(C)=O)C1c1ccccc1F (centres undefined)
    -2, -6, 0.6, 21, -18, 2, 0.4, -5, -14, -2, .
- C/C(N)=C(/C#N)C(=O)COC(=O)c1ccccc1O
    -3, -10, -2.4, -1, 32, 3, -0.4, 3, -3, -2, 6
- O=C(Cn1ccc2ccccc2c1=O)Nc1ccc2c(c1)OCO2
    -4, -12, 2.3, 0, 3, -1, -0.2, -2, -7, -2, -1
- CCOc1ccccc1Nc1ncnc2ccc(Br)cc12
    0, -7, 0.8, 68, -5, 3, -0.5, -2, -10, 3, -1
- COc1ccc(N2C(=O)CC(N3CCN(c4ccc(Cl)cc4)CC3)C2=O)cc1 (centres undefined)
    -3, -12, 2.0, -4, 28, 1, -0.9, 1, 3, 1, 1
- CCc1nn(CC(=O)NCCCN(Cc2ccccc2)C(C)C)c(=O)c2cc3sccc3n12
    -5, -3, 4.7, 238, -8, 8, 4.7, ., 7, -2, .
- COc1ccccc1-n1c(C)nc2cc(C(=O)NCc3ccc4c(c3)OCO4)ccc21
    -1, -4, -2.1, 8, -34, 1, -1.2, 0, -8, -5, 3
- CC(C)c1ccc(NC(=O)COC(=O)CCC(=O)c2cccs2)cc1
    0, 9, -0.5, -4, 13, 4, -0.5, 3, -11, 5, 7
- CCN(C(=O)CSc1nc2ccccc2c(=O)n1-c1ccc(C)cc1)C1CCS(=O)(=O)C1 (centres undefined)
    -7, -3, 2.1, 4, ., 3, 0.2, 1, 1, 5, -1
- CC(O)CNCCNCc1cccs1 (centres undefined)
    1, -10, 1.7, -8, 9, -1, -2.8, -4, -15, 5, 2
- COc1ccc(N2CCN(c3cc(C)c4ccccc4n3)CC2)cc1
    -2, -3, -0.1, -15, ., 4, 0.6, 3, 9, -2, 18
- CN1C(=O)COc2ccc(C(=O)c3ccccc3C(=O)O)cc21
    -9, -7, 0.7, -4, 12, 8, -1.7, ., 0, -2, 1
- CC1=NN(C(C#N)c2ccccc2O)C(C)(C)C1 (centres undefined)
    -2, 11, 1.4, -5, 2, 2, 0.7, -7, 6, 3, 12
- CC(Nc1ccc(S(=O)(=O)N2CCN(C)CC2)cc1[N+](=O)[O-])c1ccccc1 (centres undefined)
    -7, -1, 0.2, ., -4, -11, 0.3, 12, 3, -2, -10
- O=C(Nc1ccc(CN2CCCCC2)cc1)c1cc(Br)ccc1Cl
    -4, ., 1.6, -6, 17, ., -0.8, 2, -7, 0, -3
- Cc1cc(C)n(-c2nc3sc4c(c3c3nnc(SC(C)C)n23)CC(C)(C)OC4)n1
    -10, 2, 1.1, -17, -7, 4, -0.2, ., -9, 1, -4
- COC(=O)c1ccc(C)c(NS(=O)(=O)c2cn(C)nc2C)c1
    -10, 1, 0.0, 2, -21, 0, 0.4, 0, -14, -9, 2
- Cc1cc(C)cc(NC(=O)N2CCCN(Cc3c(F)cccc3Cl)CC2)c1
    -6, -4, -0.1, -3, 12, 0, -1.1, -3, -3, 3, -11
- CC1CCC(N2CCN(c3ncccn3)CC2)CC1 (centres undefined)
    -5, -6, 1.7, 275, -47, 2, 1.4, 1, -14, -3, 1
- CCC(C)NC(=S)N1CCN(Cc2ccccc2)CC1 (centres undefined)
    -6, -17, 0.1, -7, 7, 4, -0.4, -2, -2, -4, 1
- Cc1nn(C)c(Cl)c1NC(=O)OCc1ccc(Cl)cc1Cl
    -3, -7, 1.6, -2, 39, -11, 0.6, -2, -8, -6, 5
- CC(C)CC(NC(N)=O)C(=O)NCc1ccccc1Cl (centres undefined)
    1, -3, -1.6, -3, -7, 5, -0.4, 1, -8, 0, 10
- CCNC(=O)c1ccc(NC(=O)CC2SC(N3CCCCC3)=NC2=O)cc1 (centres undefined)
    -9, -13, 0.4, -9, 13, 3, 1.7, ., -5, 6, -1
- O=C(C1=C[C@H](c2coc3ccccc3c2=O)C[C@H](OCc2ccc(CO)cc2)O1)N1CCOCC1
    5, -6, -1.2, 0, 21, -1, 0.7, ., 0, 1, -3
- CC(=O)Oc1ccc(N(C(C)=O)S(=O)(=O)c2ccc(Cl)cc2)c2ccccc12
    -18, -12, -1.0, -8, 6, 11, 1.7, 1, -6, -1, -3
- CSc1ccccc1N=CC1=C(O)CC(C)(C)CC1=O
    2, -17, 1.0, 4, -11, -5, 2.3, -1, 5, 6, 1
- CC(=O)N1CCN(c2ccc([N+](=O)[O-])c(NCc3cccnc3)c2)CC1
    -5, 16, -1.6, -2, 11, 5, 0.3, ., 9, -3, -8
- COc1cccc(NC(=O)NC2CCN(Cc3nnnn3Cc3ccc(F)cc3)CC2)c1
    -8, -7, 3.8, -14, 6, 4, 0.3, -2, -7, 0, -1
- O=C(N/N=C/c1ccc(-c2ccccc2[N+](=O)[O-])o1)c1cccnc1
    -7, -8, -0.5, 156, 4, -2, -0.7, 4, -4, -3, 8
- CCOCCCNC(=O)C(NC(=O)CNC(C)=O)c1ccc(C)cc1 (centres undefined)
    8, -12, -4.7, 12, ., 5, -0.7, ., -2, -2, 4
- O=S(=O)(c1ccc2ccccc2c1)N1CCN(C(=S)Nc2ccccc2F)CC1
    -13, -3, -2.3, -5, -3, 2, 1.5, -12, -8, -1, -7
- COc1ccccc1/C=C/C=N/NC(=O)CCC1C(=O)NN=C1C (centres undefined)
    3, -17, 1.5, 33, 7, -2, -2.5, 0, -13, -2, .
- Cc1cc(=O)c(C(=O)O)nn1-c1cccc(C(F)(F)F)c1
    -6, -20, 1.6, 17, -7, -1, -0.3, -2, -4, 1, -4
- O=C(C1=C(O)C(=O)N(Cc2ccco2)C1c1ccccc1F)c1cccs1 (centres undefined)
    -8, 2, 2.5, -2, 4, 5, -1.2, 6, -10, -3, .
- CC(C)[C@H](NS(=O)(=O)c1ccc2c(c1)OCCO2)C(=O)OCC(=O)Nc1cccc(Cl)c1Cl
    3, -12, -0.8, -17, -1, 2, 1.0, -2, -7, 5, -7
- COC(=O)c1[nH]c2cccc(OC)c2c1NC(=O)CN1CCC(C(N)=O)(N2CCCCC2)CC1
    -4, -4, -2.9, 175, 8, -3, -1.0, 1, 11, -2, 4
- C#CCOCCOCCOCCNc1nc(N2CCN(C(=O)[C@H](C(C)C)n3cc(CCO)nn3)CC2)nc(N2CCN(C(=O)[C@H]([C@@H](C)CC)n3cc(CCCCN)nn3)CC2)n1
    2, -30, -1.7, 7, -14, 6, 0.0, ., 9, -5, 22
- COc1ccc(CN2CCC(n3nccc3NC(=O)C3CC3)CC2)c(OC)c1OC
    -7, -8, -0.3, 17, -112, -2, 0.8, -2, -15, -3, 3
- Cc1ccc(C(=O)Nc2cccc(C(F)(F)F)c2)cc1NC(=O)c1c[nH]c2cc(C(F)(F)F)ccc2c1=O
    1, 2, 0.5, 0, -38, 1, -0.8, ., -17, -5, 4

Next section
Second line of a record: dFosB activator, Cardiac RTF inh, C-LANA FP, SUMO Mot1 rescue, PfHsp90 set2, cardiac RTF act, CDK5 inh, NSD2 inh, PvdQ acylase, Keap1-Nrf2 PPI, Rtt109 Vps75
- Cc1[nH]n2c(=O)cc(-c3ccc([N+](=O)[O-])cc3)nc2c1-c1ccccc1
    -7, 15, 1.1, -11, 10, -10, -0.2, 18, 8, 1, 40
- CCCCC1(C(=O)OC)NC(c2ccc(O)cc2)C2C(=O)N(c3ccccc3)C(=O)C21 (centres undefined)
    -7, -5, -0.3, -6, 12, -4, -1.6, 2, -13, -3, 4
- CCCCNC(=O)CS(=O)Cc1nc(-c2ccc(C)cc2)oc1C (centres undefined)
    -10, 0, 0.2, -1, 31, -2, 0.4, ., -8, 0, -12
- CCC(C(=O)NC1CCCCC1)N(Cc1cccs1)C(=O)c1snc(C(N)=O)c1N (centres undefined)
    -11, ., -0.9, 6, 12, ., 2.1, 0, -13, -1, -10
- Cc1cc(NC(=O)C2CC(=O)N(c3cccc(C)c3C)C2)no1 (centres undefined)
    5, -7, -0.8, 0, -3, 5, 0.4, -2, -24, -6, -1
- CCN1CCN(C(c2cccs2)C(C)NC(=O)c2cccc(OC)c2)CC1 (centres undefined)
    4, 2, 0.8, 5, 24, -1, 0.0, ., -6, -3, -5
- CSc1ccc(/C=C/C(=O)N2CCN(c3ccccn3)CC2)cc1
    -9, -4, -1.0, 245, -51, 1, -0.4, 9, -8, -5, 1
- COc1ccc(NC(=O)CC(NCc2ccccn2)C(=O)O)cc1 (centres undefined)
    7, 2, 6.8, -21, -3, 5, -2.1, 2, -18, -1, -5
- CCC(C(=O)NCc1ccccc1OC)n1nc(C)n2c(cc3occc32)c1=O (centres undefined)
    -9, -12, 0.4, -23, 61, 4, 2.0, 2, -18, 0, 5
- Cc1ccc2c(c1)C1CN(C)CCC1N2S(=O)(=O)c1ccc(C(C)C)cc1 (centres undefined)
    -5, -7, -0.3, ., 18, 2, -1.1, ., -7, 2, 5
- O=C(O)CCC(=O)Nc1ccc(-c2nnc(-c3ccco3)o2)cc1
    -6, -4, 0.7, -10, -25, 0, -1.0, ., -15, -2, -5
- Cc1ccccc1C(=O)Nc1nnc(SC(C)C)s1
    -6, -3, 0.8, 1, -11, 2, 4.8, -1, 5, -4, 2

Outcome played no part in choosing rows; any-hit rate near 3.2%.
